# FAS TE block = blocks the thioesterase domain of human fatty acid synthase; recombinant FAS-TE, OMFH fluorogenic substrate, fluorescence endpoint; 360,000 tested, 0.67% active; AID 602261; P49327; inhibition, % at 15 µM;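 active = compounds whose normalised, plate-corrected inhibition of enzyme fluorescence in the single-dose primary screen is 50% or more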;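 note: 0% = DMSO with enzyme and 100% = substrate without enzyme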
# Neddylation inh = inhibitors of human cullin neddylation | calls only at 25 µM | AID 651699 | TR-FRET cullin neddylation, biochemical | 360,000 tested, 0.58% active | P61081+Q13564; in the data active = inhibition above about 36%
# SKN-1 block = blocks SKN-1 activity in C. elegans; C. elegans VP596 Pgst-4::GFP/RFP ratio, acrylamide-induced, 24 h; 360,000 tested, 0.49% active; inhibition, % at 21.8 µM;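 active = interference check ratio from 0.5 to 1.5 plus GFP to RFP signal ratio inhibition reaching or exceeding a fixed threshold, cut at about 30% in these data, passing the limit was not always enough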; note: some compounds called inactive have numbers as strong as hits
# Rin1 Abl inh = blocks binding of human Rin1 to Abl | P00519+Q13671 | TR-FRET Rin1/Abl binding, biochemical | inhibition, % at 7.35 µM | 360,000 tested, 0.4% active; in the data active = inhibition above about 5%, passing the limit was not always enough
# Target sequence (P00519 whole entry, looked up): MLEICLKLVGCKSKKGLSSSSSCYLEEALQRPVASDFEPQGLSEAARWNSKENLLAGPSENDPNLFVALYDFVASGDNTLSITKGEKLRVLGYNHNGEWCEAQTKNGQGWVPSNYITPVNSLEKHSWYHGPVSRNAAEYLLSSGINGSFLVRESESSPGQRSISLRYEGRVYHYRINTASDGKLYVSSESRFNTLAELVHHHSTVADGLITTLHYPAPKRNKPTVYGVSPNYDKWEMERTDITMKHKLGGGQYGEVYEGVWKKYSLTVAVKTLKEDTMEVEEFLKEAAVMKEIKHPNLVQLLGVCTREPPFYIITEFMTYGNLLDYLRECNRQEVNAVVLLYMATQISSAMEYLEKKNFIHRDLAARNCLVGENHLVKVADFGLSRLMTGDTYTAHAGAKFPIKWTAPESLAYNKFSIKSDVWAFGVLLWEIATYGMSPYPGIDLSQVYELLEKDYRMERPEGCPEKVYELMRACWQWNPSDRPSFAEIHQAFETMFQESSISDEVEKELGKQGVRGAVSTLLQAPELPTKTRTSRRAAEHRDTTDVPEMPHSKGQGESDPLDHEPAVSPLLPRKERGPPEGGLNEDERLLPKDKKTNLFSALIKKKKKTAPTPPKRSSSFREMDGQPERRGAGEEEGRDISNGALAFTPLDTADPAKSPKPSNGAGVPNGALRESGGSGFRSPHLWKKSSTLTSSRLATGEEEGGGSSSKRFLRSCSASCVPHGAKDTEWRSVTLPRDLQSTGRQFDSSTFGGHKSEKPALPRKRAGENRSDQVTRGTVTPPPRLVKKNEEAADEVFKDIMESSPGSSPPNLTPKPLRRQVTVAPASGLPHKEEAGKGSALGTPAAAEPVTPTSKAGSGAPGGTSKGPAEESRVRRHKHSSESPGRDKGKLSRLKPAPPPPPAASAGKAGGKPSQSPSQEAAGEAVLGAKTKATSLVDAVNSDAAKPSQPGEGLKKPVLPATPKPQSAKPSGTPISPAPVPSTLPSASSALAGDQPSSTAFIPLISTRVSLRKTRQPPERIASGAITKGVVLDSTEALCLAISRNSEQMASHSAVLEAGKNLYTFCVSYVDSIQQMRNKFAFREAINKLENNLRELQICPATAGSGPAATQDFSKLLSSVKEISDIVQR
# Target sequence (Q13671 whole entry, looked up): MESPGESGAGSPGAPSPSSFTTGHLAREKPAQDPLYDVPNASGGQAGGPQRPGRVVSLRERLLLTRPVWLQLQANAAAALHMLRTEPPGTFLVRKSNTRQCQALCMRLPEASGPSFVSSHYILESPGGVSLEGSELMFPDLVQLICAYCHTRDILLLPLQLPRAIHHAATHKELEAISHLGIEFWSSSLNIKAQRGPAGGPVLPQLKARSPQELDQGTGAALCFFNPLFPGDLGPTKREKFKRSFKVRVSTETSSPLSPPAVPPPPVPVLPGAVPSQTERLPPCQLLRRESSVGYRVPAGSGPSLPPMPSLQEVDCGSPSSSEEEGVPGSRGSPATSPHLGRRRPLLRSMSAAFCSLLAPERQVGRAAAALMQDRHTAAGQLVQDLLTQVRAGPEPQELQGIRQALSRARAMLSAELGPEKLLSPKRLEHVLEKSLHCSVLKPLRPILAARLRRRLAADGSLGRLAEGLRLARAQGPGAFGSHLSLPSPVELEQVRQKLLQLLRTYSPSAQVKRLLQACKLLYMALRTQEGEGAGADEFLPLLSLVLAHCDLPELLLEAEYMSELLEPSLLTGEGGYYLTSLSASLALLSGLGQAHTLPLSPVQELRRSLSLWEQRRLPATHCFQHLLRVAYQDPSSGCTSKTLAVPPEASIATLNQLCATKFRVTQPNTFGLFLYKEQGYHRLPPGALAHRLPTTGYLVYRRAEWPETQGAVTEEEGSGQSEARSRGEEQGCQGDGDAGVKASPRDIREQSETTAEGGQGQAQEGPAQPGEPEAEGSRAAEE
# MsrA inh = bovine MsrA inhibition. purified bovine MsrA, absorbance read-out. inhibition, % at 15.5 µM. 360,000 tested, 0.75% active. AID 651718; in the data active = inhibition above about 4.5%;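 note: 0% = vehicle wells with enzyme and 100% = reference inhibitor wells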
# NRP1-CendR mod = alters CendR peptide binding to human NRP-1; 360,000 tested, 0.85% active; FAM-RPARPAR peptide binding to NRP-1, fluorescence polarization; inhibition, % at 25 µM; AID 602438;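 active = inhibition or corrected inhibition above about 18%, plus a signal ratio from 0.5 to 1.5, limit read from the data, passing the limit was not always enough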; note: strong numbers were not always called active
# MT1-MMP act inh = MT1-MMP (human) activation inhibition. P50281. HT1080 RFP-PRO-GFP cells, GFP/RFP ratio fluorescence, overnight; percent of plate control window, DMSO zero. GFP/RFP ratio change, % at 20 µM. 360,000 tested, 0.061% active. AID 651647;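 active = GFP/RFP ratio change of at least 30% with cell ATP level not reduced by more than half and red fluorescence within 50% of control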; note: strong numbers were not always called active
#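 system = RFP-PRO-GFP reporter HT1080 cells | dosing = 20 µM single dose, 1% DMSO | timing = overnight cell settling, then overnight compound exposure, 37 °C, 5% CO2 | read-out basis = GFP/RFP fluorescence ratio | controls = DMSO and RFP-L50D-GFP cell wells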
# E coli Lon inh = inhibits E. coli Lon protease; P0A9M0; purified E. coli Lon protease, fluorescence polarization; inhibition, % at 7.94 µM; 360,000 tested, 0.42% active; AID 602123; in the data active = inhibition above about 13%, passing the limit was not always enough;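 note: 0% = enzyme with probe and DMSO and 100% = no enzyme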
# MsrA act = activators of bovine methionine sulfoxide reductase A | 360,000 tested, 0.3% active | activation, % at 10.6 µM | purified bovine MsrA, absorbance read-out; in the data active = activation above about 7.5%;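 note: 0% = vehicle and 100% = reference activator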
# Numbers without * were called inactive; i = inactive; / = no result given.
SMILES,FAS TE block,Neddylation inh,SKN-1 block,Rin1 Abl inh,MsrA inh,NRP1-CendR mod,MT1-MMP act inh,E coli Lon inh,MsrA act
CC(CNC(=O)c1ccc(NC2=NC3CS(=O)(=O)CC3S2)cc1)c1ccccc1 (configuration not stated),-8,i,-2,0,0.1,-18,1,-4,-1
CCCCCCN1C[C@H](n2cc(-c3ccc(F)cc3)nn2)[C@@H](O)C[C@@H]1c1ccccc1,3,i,-2,-3,0.9,-8,5,-4,-3
COc1ccc(CN2C(=O)c3ccccc3C2c2nnnn2-c2c(C)cccc2C)cc1OC (configuration not stated),9,i,-9,/,0.8,-20,-5,-6,-10
C[C@@]12CCC[C@@](C)(C(=O)O)C1CC[C@@]13C[C@@H](NCc4ccccc4)[C@@](C)(CCC12)C3 (some centres not stated),-8,i,-17,-3,-1.0,16,-1,-14,-8
Cc1cccc(CCNC(=O)CCNS(=O)(=O)c2cc(Br)cnc2N)c1,2,i,24,-1,0.8,9,-6,-7,-1
Cc1ccn(CC(=O)NC2CCCN(Cc3ccc(CC(C)C)cc3)C2)n1 (configuration not stated),-3,i,13,-4,-0.7,-7,-1,7,-2
CCOc1cc(/C=N/NC(=O)c2ccc3c(c2)OCCO3)cc(Br)c1O,2,/,11,-1,6.0*,6,0,5,-4
Cc1ccc(S(=O)(=O)N(C)C)cc1NC(=O)c1cc(-c2ccncc2)nc2ccccc12,-2,i,-10,-1,0.1,-2,-4,-10,0
CC1CCCCN1C(=O)CSc1nc2ccccc2[nH]1 (configuration not stated),-6,i,2,0,-0.1,-7,-1,-9,-8
O=C1CCCc2oc3ccc(NS(=O)(=O)c4cccc5cccnc45)cc3c21,7,i,8,4,0.3,-7,1,2,-5
C[C@]1(CO)CCC[C@@]2(C)C1CC[C@@H](CO)[C@@H]2CCc1ccoc1 (some centres not stated),6,i,11,0,-0.1,-5,-3,3,-1
Cc1cccnc1C1=NOC(Cc2ccccc2)C(=O)N1Cc1ccc2c(c1)OCO2 (configuration not stated),40,i,1,-1,1.2,-15,-2,4,-4
O=C1CSC(c2ccccc2F)N1c1cc(Cl)ccc1O (configuration not stated),-2,i,-25,0,0.4,5,3,3,4
COc1ccc(-c2csc(C(O)c3ccc(F)cc3)n2)cc1 (configuration not stated),6,i,-4,-2,0.7,20,4,1,0
Cc1ccc(S(=O)(=O)N2CCC(C(=O)C3C(=O)CC(C)(C)CC3=O)CC2)cc1,-11,i,8,1,-1.2,6,4,-10,-11
Nc1nc(-c2ccc(NC(=O)c3ccco3)cc2)cs1,-6,i,6,1,1.9,-8,-4,-2,-3
C=CC[C@@H](CC(=O)N[C@@H](CO)Cc1ccccc1)C(=O)N[C@H](COC(=O)[C@H](CC=C)CC(=O)OC(C)(C)C)Cc1c[nH]c2ccccc12,15,i,11,-1,-0.7,1,8,4,1
CCC1NC(=O)c2cc3ccccc3cc2-n2c1nc1cc(F)ccc1c2=O (configuration not stated),4,i,6,-3,-0.6,-10,0,-1,-3
COc1ccc(CNC(=O)c2ccc3c(c2)N(C)CCS3)cc1,2,/,-4,-4,1.0,-1,1,1,-2
COCc1c(C(=O)N/N=C/c2ccncc2)nnn1-c1nonc1N,-3,i,-2,-1,0.7,1,-4,6,-6
Cn1ncc([N+](=O)[O-])c1C(=O)n1nnc2ccccc21,7,i,-1,1,-0.1,15,-1,4,-8
C/C(=N\NC(=O)CCc1ccc(S(=O)(=O)N2CCOCC2)cc1)c1ccc(OC(F)F)cc1,2,i,-13,2,0.4,-9,5,2,-6
CCOc1cc(-c2nc(C)c(C(C)=O)n2O)ccc1OCC(=O)Nc1cccc(C)c1,-8,i,-4,2,0.4,-6,2,3,1
O=C1c2ccccc2[C@@H]2CC(O)C(O)CCN12 (some centres not stated),-8,i,16,-2,-0.7,8,5,-9,-4
O=C(Nc1ccc(C(F)(F)F)cn1)Nc1cccs1,2,i,-7,2,0.5,-4,1,-4,-4
CC(=O)OCCNc1nc(-c2ccccc2)nc2ccccc12,8,i,5,-2,-1.3,-4,0,-6,-3
O=C(c1cccc(C(F)(F)F)c1)c1c[nH]c(C(=O)NCC2CCCO2)c1 (configuration not stated),2,i,3,-3,-0.1,7,0,7,-11
Nc1ccn(-c2ccc(Cl)cc2)c(=O)c1,-4,i,-11,-3,0.5,0,-1,-3,-4
CC(=O)N1CCc2cc(N=NC3=C(O)CC(C)(C)CC3=O)ccc21,-8,i,19,-11,0.1,-112,-1,-38,-1
O=C(CCCOc1ccccc1)N1CCN(c2ccccn2)CC1,-9,i,4,3,1.0,-4,1,-1,-4
CC1CN(C=O)CC(C)N1CCN1C(C)CN(C=O)CC1C (configuration not stated),-8,i,5,6,1.2,10,1,-1,-11
COc1ccc(C2=NS(=O)(=O)N(C)C(C(=O)N3CCC(C)CC3)=C2)cc1,6,i,-6,3,4.4,-6,5,8,-4
Fc1ccc(-c2nc3c(Cl)cc(C(F)(F)F)cn3c2Cc2cccc(Cl)c2)cc1,12,i,18,/,1.8,-21,-3,6,-13
COc1ccc(C(O)c2nc(-c3cnc4ccccc4c3)cs2)cc1 (configuration not stated),5,i,6,-4,-0.8,-10,1,-3,-6
COc1ccc2c(c1)c(C(C)=O)c(C)n2CCc1ccccc1,10,i,5,-2,0.5,4,-7,21,-6
Cc1ccc(C)c(NC(=O)Cn2nnc(C(=O)Nc3c(C)cccc3C)c2N)c1,-5,i,4,-2,1.1,14,17,-5,-4
CC(NC(=O)CN1CCOCC1)c1ccc(F)cc1 (configuration not stated),-6,i,4,2,0.2,-1,0,0,-7
COC(=O)CSc1nnc(-c2ccccc2OC)n1-c1ccc(C)cc1,-6,i,-19,4,1.5,15,-3,4,-6
COc1cc(CNc2ccc3[nH]c(=O)[nH]c3c2)ccc1OCc1ccc(F)cc1,-2,i,-6,-1,0.0,6,1,0,-1
CCOc1ccc(NC(=O)CN(C)C(=O)c2cccc(S(=O)(=O)N3CCN(C)CC3)c2)cc1OCC,-7,i,22,5,0.2,-5,-2,-9,-4
CC(=O)Oc1ccc(N2C(=O)C3C4C=CC(O4)C3C2=O)cc1 (configuration not stated),-7,i,4,5,0.3,-8,3,-8,1
C[C@H](O)[C@@H]1C(=O)N2CCc3c([nH]c4ccccc34)[C@@H]2C[C@@H]1N(C)C(=O)Nc1cccc2ccccc12,-3,i,15,-1,-0.1,9,-4,-9,0
CC(C)(C)OC(=O)N1CCc2onc(-c3ccccc3F)c2C1=O,-1,i,3,-2,-0.8,-7,8,-7,0
CCOc1ccc(Cn2c(=O)oc3ccc(C)cc32)cc1OC,5,i,-6,0,0.0,-2,-2,-3,-6
Cc1nonc1CC(=O)N1CCc2c([nH]c3ccccc23)C1c1ccccc1F (configuration not stated),18,i,-5,1,-0.6,5,-3,-2,-1
C/C(=N/NS(=O)(=O)c1ccc(C)cc1)c1cccc(NC(=O)c2cccc(Cl)c2)c1,21,i,-6,-1,-0.9,4,3,-2,-4
O=C(Nc1ccc(CCC(=O)N2CCCC2)cc1)c1ncn[nH]1,-10,i,-6,0,-0.6,-3,4,-4,-2
COc1cccc(NC(=O)[C@H](C)NC(=O)N2CCn3c2nc2ccccc23)c1,3,i,15,7,-0.6,19,0,-6,-3
CCN(CC)S(=O)(=O)c1ccc(-n2cnc3cc(C)c(C)cc32)nc1,57*,i,11,1,-1.1,0,-2,1,-3
CC1=CC(c2ccc(Cl)cc2)n2nc(NC(=O)CCCC(=O)O)nc2N1 (configuration not stated),-4,/,6,-1,0.5,10,2,7,-2
COc1ccc(C(=O)CSc2cc(C)[nH]c(=O)n2)cc1,-4,i,12,-2,-0.4,-20,-6,-35,-6
Cc1c(NC(=O)C(C)Sc2ncnc3ccccc23)c(=O)n(-c2ccccc2)n1C (configuration not stated),-3,i,5,2,-0.3,-4,0,3,-2
C[C@H](NC(=O)CC[C@H]1O[C@@H](n2ccc(=O)[nH]c2=O)[C@H](O)[C@@H]1O)c1cccc2ccccc12,-7,i,3,0,-0.7,-2,3,-9,-1
Cc1c(NC(=O)C(C)N2CC(C)OC(C)C2)c(=O)n(-c2ccccc2)n1C (configuration not stated),-1,i,20,-1,0.6,5,5,-1,2
O=C(CN1CCN(S(=O)(=O)c2cc(Br)ccc2Br)CC1)NCc1ccccc1Cl,22,i,-5,1,-0.1,-6,-3,8,-9
O=C(COc1ccc2ccccc2c1)Nc1ccc2c3c(cccc13)CC2,-6,i,11,6,-0.6,-14,2,-4,-13
Cc1coc2cc3oc(=O)cc(C)c3cc12,-10,/,11,-3,1.5,2,-8,-8,-11
O=C(NC1CCCCCC1)c1ccc(Br)o1,-3,i,7,-1,0.6,-4,4,-7,0
N#CCCN(Cc1ccccc1)C(C(=O)NC1CCCCC1)c1cc2ccccc2o1 (configuration not stated),32,i,1,-3,-0.4,9,-11,-5,-2

# Filtered by structure: those above containing an aryl methoxy group (11)
SMILES,FAS TE block,Neddylation inh,SKN-1 block,Rin1 Abl inh,MsrA inh,NRP1-CendR mod,MT1-MMP act inh,E coli Lon inh,MsrA act
COc1ccc(CN2C(=O)c3ccccc3C2c2nnnn2-c2c(C)cccc2C)cc1OC (configuration not stated),9,i,-9,/,0.8,-20,-5,-6,-10
COc1ccc(-c2csc(C(O)c3ccc(F)cc3)n2)cc1 (configuration not stated),6,i,-4,-2,0.7,20,4,1,0
COc1ccc(CNC(=O)c2ccc3c(c2)N(C)CCS3)cc1,2,/,-4,-4,1.0,-1,1,1,-2
COc1ccc(C2=NS(=O)(=O)N(C)C(C(=O)N3CCC(C)CC3)=C2)cc1,6,i,-6,3,4.4,-6,5,8,-4
COc1ccc(C(O)c2nc(-c3cnc4ccccc4c3)cs2)cc1 (configuration not stated),5,i,6,-4,-0.8,-10,1,-3,-6
COc1ccc2c(c1)c(C(C)=O)c(C)n2CCc1ccccc1,10,i,5,-2,0.5,4,-7,21,-6
COC(=O)CSc1nnc(-c2ccccc2OC)n1-c1ccc(C)cc1,-6,i,-19,4,1.5,15,-3,4,-6
COc1cc(CNc2ccc3[nH]c(=O)[nH]c3c2)ccc1OCc1ccc(F)cc1,-2,i,-6,-1,0.0,6,1,0,-1
CCOc1ccc(Cn2c(=O)oc3ccc(C)cc32)cc1OC,5,i,-6,0,0.0,-2,-2,-3,-6
COc1cccc(NC(=O)[C@H](C)NC(=O)N2CCn3c2nc2ccccc23)c1,3,i,15,7,-0.6,19,0,-6,-3
COc1ccc(C(=O)CSc2cc(C)[nH]c(=O)n2)cc1,-4,i,12,-2,-0.4,-20,-6,-35,-6
